# Compound activity as filed in PubChem.
# Pf Dd2 growth = qHTS Primary assay for Inhibitors of Plasmodium falciparum Dd2 growth in vitro; 120,000 tested, 4.3% active; AID 1347417, 2020; P. falciparum Dd2 growth, SYBR Green, 72 h; Potency, µM (series often up to 28.9 µM), inactives show at the top dose activity, negative = inhibition, most hits filed as inhibitors; active means well fitted inhibition curve with a large enough effect; inconclusive means small, poorly fitted or top-dose-only effect; inactive means no such curve, though single readings can be large or run the other way;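 further: plate controls were DMSO vehicle for no effect and reference drug for full effect; nearly all actives have a fitted effect of over 65% in size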
#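 Infected erythrocytes (Dd2, 0.3% parasitemia, 2.5% hematocrit final) are added to compound in RPMI-1640/Albumax II medium, grown 72 h at 37C in low oxygen, then lysed with saponin/Triton-X containing SYBR Green and read by fluorescence.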
# * = called active by the depositor; i = inactive; u = inconclusive; [ ] = another dose, or the depositor's remark. Potency means the concentration at half of the fitted maximal effect. Only part of the results is shown. The share of hits here may be higher or lower than overall.
SMILES,Pf Dd2 growth
Cc1ccc(S(=O)(=O)c2cn(CC(=O)Nc3ccc(Cl)cc3)c3ccc(F)cc3c2=O)cc1C,i
Cn1nnnc1SCCCNCc1cc(Br)ccc1OCc1ccccc1F,7.94µM*
O=S(=O)(Cc1ccccc1)N[C@H]1CO[C@H]2[C@@H]1OC[C@@H]2Nc1nccc(-c2cccc(F)c2)n1,-3.7%
Cc1ccc(CNC(=O)c2ccc(Cn3c(SCc4ccc(F)cc4)nc4cccnc43)cc2)o1,11.2µM*
COCc1cc(=O)n(CC(=O)Nc2cccc(Cl)c2)c(N2CCOCC2)n1,-14.0%
COc1ccccc1NCc1cccn1-c1nnc(N2CCCCCC2)s1,u
CN(C)S(=O)(=O)N1[C@@H]2CC[C@H]1CC(NC(=O)c1ccc(F)cc1)C2 (stereo partly drawn),2.5%
CCCc1nc(C)n2ccn(Cc3cccc(C#N)c3)c(=O)c12,u
CS(=O)(=O)c1ccc(OC[C@H]2C[C@@H](NC(=O)Nc3ccccc3)[C@H](O)[C@@H]2O)cc1,-20.9%[44.1 µM]
COc1ccc(NC(=O)C2CCN(S(=O)(=O)c3cc(-c4noc(C)n4)ccc3C)CC2)cc1,6.31µM*
CCOc1cc(/C=C(\C#N)C(=O)Nc2ccc(C)cc2)ccc1OCc1cc(=O)n2nc(CC)sc2n1,-6.6%
CC1=C(C(=O)Nc2ccccc2)C(c2ccc(O)cc2)n2nc(-c3ccc(Cl)cc3)nc2N1 (stereo not drawn),u
CCc1cnc2c(c1SCC(=O)Nc1ccc(C(=O)OC)cc1)c(=O)n(C)c(=O)n2C,-6.7%
CCn1cc(C(=O)N2CCN(c3ccccc3OC)CC2)c(=O)c2cc(S(=O)(=O)N3CCC(C)CC3)ccc21,-25.6%
O=C(C1CCCC1)N1CCC(CCOc2ccc(F)cc2)C1 (stereo not drawn),i
COc1ccc(-c2cc3c(=O)n(CCNC(=O)c4n[nH]c5c4CCCC5)ccn3n2)cc1,u
CN(Cc1cccc2ccccc12)C1CCc2ccccc21 (stereo not drawn),u
CC(O)c1cc2n(n1)CCCN(Cc1cccc(OC3CCCC3)c1)C2 (stereo not drawn),-9.3%
COc1ccc(CC(=O)Nc2ccc([C@H]3OCC(=O)N(C4CCOCC4)[C@@H]3CO)cc2)cc1,41.4%[activator]
O=C([C@@H]1C[C@H](Oc2ccccc2)CN1C(=O)C1CCC1)N1CCCC1,-13.4%
COCCNC(=O)C1c2ccccc2C(=O)N(CC(C)C)C12CCCCC2 (stereo not drawn),-13.3%
Cc1nnc2ccc(NC(C)C)nn12,-0.3%
CCOC(=O)c1cc2c(=O)n3ccccc3nc2n(CCOC)c1=NC(=O)C(C)(C)Oc1ccc(Cl)cc1,41.5%[activator]
CC(C)c1ccc(NC(=O)C2(Cc3cccnc3)CCCCC(=O)N2)cc1 (stereo not drawn),-24.3%
COc1ccc(C(=O)N2[C@H]3CC[C@@H]2c2cnc(C)nc2C3)cc1F,17.8%
COCCNC(=O)c1cc(-c2ccccc2C(F)(F)F)nc2onc(C3CCCN3)c12 (stereo not drawn),7.0%
O=C(NC1CC1)[C@H]1CN2CCC1C[C@@H]2Cn1cc(CC2CCCCC2)nn1 (stereo partly drawn),u
COc1ccc(C(=O)N2CCCn3nc(C)c(-c4ccccc4-c4ccccc4)c32)cn1,i
O=C(c1ccccc1Cl)N1CCCC(c2nn(-c3ccc(F)cc3)c(=O)[nH]2)C1 (stereo not drawn),i
Cc1ccc(S(=O)(=O)Nc2nc3c(s2)C[C@@H]2[C@](C)(CO)[C@H](O)CC[C@@]2(C)[C@@H]3CC(=O)O)cc1,-8.2%
CCn1cc(S(=O)(=O)N2CCCC(Cc3ncc(C)n3Cc3ccccc3)C2)cn1 (stereo not drawn),u
COc1ccc(CCNc2nc3cc(OC)c(OC)cc3c3nc(-c4cccnc4)nn23)cc1OC,-20.7%
O=C(C1CC1)N1C[C@@H]2OCC(=O)N(Cc3ccccc3)[C@@H]2C1,24.0%[44.1 µM]
CCOc1ccc(/C=C/c2nc(C#N)c(N3CCN(CC)CC3)o2)cc1,u
CC(=O)NC1(C)CCN(Cc2cccc(-c3cccc(Cl)c3)c2)C1 (stereo not drawn),-13.6%[44.1 µM]
O[C@H]1[C@H](NCc2cccc(C(F)(F)F)c2)[C@@H](c2cccnc2)C[C@H]1O,i
COCCO[C@H]1C(=O)N(C2CCN(S(=O)(=O)c3cccnc3)CC2)[C@H]1c1ccncc1,20.4%
O=[N+]([O-])c1cccc(-c2noc([C@@H]3C[C@@H](O)CN3Cc3cccs3)n2)c1,i
CCOC(=O)N1CCC(NC(=O)c2cnn(-c3cccc(C)c3)c2C2CCN(C(=O)OC(C)(C)C)CC2)CC1,u
CCS(=O)(=O)N1CCC(c2noc(COc3ccc(F)cc3)n2)C1 (stereo not drawn),10.5%
COc1cc(CN2CCC(C)(C#N)CC2)ccc1OCC(O)CN1CCOCC1 (stereo not drawn),1.4%
COc1ccc(CN2CCC3(CC2)CC(O)CCO3)cc1 (stereo not drawn),-25.2%
Cc1c(C(=O)NCc2cccc(Cl)c2)sc2ncnc(N(C)C3CCCCC3)c12,-20.5%
COc1ccc(CCNC(=O)CCCCn2c(=O)c3ccccc3n(CC(=O)Nc3ccccc3C)c2=O)cc1OC,-18.2%
CC(=O)c1c(C)n(-c2ccc(Cl)cc2)c2ccc(OC(=O)COc3ccccc3)cc12,i
CN(Cc1ccccc1)S(=O)(=O)c1nnc(NC(=O)c2ccccc2)s1,1.6%
O=C(Nc1ccccc1)Nc1ccc(-c2nnc3n2CCCC3)cc1,31.4%[activator]
O=C(Nc1cccc(F)c1F)C1CCN(c2ncccn2)CC1,50.0%[activator]
C=CCOC(=O)C1=C(C)N=C2SC=C(CC(=O)NCc3ccco3)N2C1c1cccc(C)c1 (stereo not drawn),-3.3%
O=C(COc1ccccc1F)Nc1nnc(SCc2cc(=O)n3ccccc3n2)s1,u
Fc1ccc(CNC2(Cc3cc(-c4ccc(F)cc4)on3)COC2)cc1,19.8%[44.1 µM]
CC(C)NC(=O)N1[C@H]2CC[C@@H]1c1cnc(-c3ccc(F)cc3)nc1C2,-18.4%
Fc1ccc(-c2cc(-c3nc(-c4ccc(Cl)cc4)no3)[nH]n2)cc1,-6.1%
CN1Cc2c(cc(N3CCOCC3)nc2-c2cccc(F)c2)C1=O,i
Cc1ccc(C(=O)N2CC3CC(C2)[C@H]2CCCC(=O)N2C3)s1 (stereo partly drawn),0.9%
CCOCC(=O)N1CCC2(CC1)CC(Cc1nc(-c3ccncc3)no1)CCO2 (stereo not drawn),4.2%
O=C1CC2CCN(C(=O)c3ccccc3)CC2CCN1 (stereo not drawn),20.9%[44.1 µM]
COc1ccc(C(=O)N2CCC(n3cc(-c4nc(-c5ccccc5)no4)nn3)CC2)cc1,1.26µM*
Cc1nn(-c2ccccc2)c(C)c1[C@@H]1C=C[C@@H](NCc2ccc(F)cc2)C1,5.01µM*
COc1cc(OC)cc(C(=O)N2CCCC(n3cc(-c4nc(C)no4)nn3)C2)c1 (stereo not drawn),5.8%

# Continued; the last 3 above are carried over.
SMILES,Pf Dd2 growth
COc1ccc(C(=O)N2CCC(n3cc(-c4nc(-c5ccccc5)no4)nn3)CC2)cc1,1.26µM*
Cc1nn(-c2ccccc2)c(C)c1[C@@H]1C=C[C@@H](NCc2ccc(F)cc2)C1,5.01µM*
COc1cc(OC)cc(C(=O)N2CCCC(n3cc(-c4nc(C)no4)nn3)C2)c1 (stereo not drawn),5.8%
CCN1CCC(N(Cc2ccc(F)cc2)C(=O)Nc2ccc(C)c(F)c2)CC1,11.2µM*
O=C(NCc1ccccc1)N1CCC(N(C(=O)C2CC2)C2CCOCC2)CC1,7.7%
COc1ccc(CNC(=O)[C@@H](C)C2CC[C@@]3(C)CC[C@H](NC(=O)c4cncnc4)[C@@H](C)[C@@H]3[C@H]2O)cc1OC (stereo partly drawn),u
Cc1cc(C(=O)N(C)CC2CCCN(CCc3ccccc3F)C2)n[nH]1 (stereo not drawn),-27.9%
Cc1ccc(C2=NC3(CCN(C(=O)Cc4ccccc4C)CC3)ON2)cc1,i
Cc1cc(C)cc(-n2c(SCC(=O)Nc3ccccc3F)nc3c(oc4ccccc43)c2=O)c1,u
O=C(C[C@@H]1O[C@H](CNC(=O)c2ccccc2)[C@@H](O)[C@H]1O)Nc1ccccc1,-18.3%[44.1 µM]
Cn1cccc1CN1CCC(N2CC(OCC3CC3)C23CCCCC3)CC1 (stereo not drawn),0.631µM*
COc1ccc(CNC(=O)CCc2nc(-c3ccc(C)cc3)no2)c(OC)c1,u
CCc1ccccc1NC(=O)CC1Sc2ccc(C(F)(F)F)cc2NC1=O (stereo not drawn),-6.9%
CCOc1ccc(CNC(=O)CCc2cn(CC)c3ccccc23)cc1,-11.6%
CCNC(=O)N1CCC(Oc2ccccc2-c2nc(-c3cnccn3)no2)C1 (stereo not drawn),-19.8%
O=C(Nc1ccccc1)N1CC(c2nc(CCOCC3CC3)no2)C1,-15.8%
CC(=O)N1c2ccc(S(=O)(=O)NCC3CCC(C(=O)Nc4ccc(C)cc4)CC3)cc2CC1C (stereo not drawn),-24.5%
Cc1ccc(-c2c3c(=O)n(C)c(=O)n(C)c3c3c(C)nc4ccccc4n23)cc1,i
COc1cccc(CNC(=O)c2nc(Cn3nc(C)c(Br)c3C)no2)c1,1.4%
O=C(N1CCOCC2(C1)CN([S+](=O)([O-])c1ccccc1)C2)C1(c2ccccc2)CC1,i
COc1ccc(-c2nc3scc(CCNS(=O)(=O)c4ccc(F)cc4F)n3n2)cc1OC,-8.3%
Cc1ccc(NS(=O)(=O)c2ccc3[nH]c4c(c3c2)CCCCC4)cc1,-25.0%
Cc1nn(-c2ccc(C(C)(C)C)cc2)c(C)c1[C@@H]1C=C[C@@H](NC(=O)NCc2ccccc2)C1,u

# Part of the list above, as tab-separated lines:
structure	Pf Dd2 growth
CCNC(=O)N1CCC(Oc2ccccc2-c2nc(-c3cnccn3)no2)C1 (stereo not drawn)	-19.8%
COc1ccc(-c2nc3scc(CCNS(=O)(=O)c4ccc(F)cc4F)n3n2)cc1OC	-8.3%
Cc1ccc(C2=NC3(CCN(C(=O)Cc4ccccc4C)CC3)ON2)cc1	i
O=C(N1CCOCC2(C1)CN([S+](=O)([O-])c1ccccc1)C2)C1(c2ccccc2)CC1	i
CC(=O)N1c2ccc(S(=O)(=O)NCC3CCC(C(=O)Nc4ccc(C)cc4)CC3)cc2CC1C (stereo not drawn)	-24.5%
O=C(NCc1ccccc1)N1CCC(N(C(=O)C2CC2)C2CCOCC2)CC1	7.7%

# Among those listed so far, these have a tert-butyl group:
SMILES,Pf Dd2 growth
CCOC(=O)N1CCC(NC(=O)c2cnn(-c3cccc(C)c3)c2C2CCN(C(=O)OC(C)(C)C)CC2)CC1,u
Cc1nn(-c2ccc(C(C)(C)C)cc2)c(C)c1[C@@H]1C=C[C@@H](NC(=O)NCc2ccccc2)C1,u

# Next part
SMILES,Pf Dd2 growth
CN1CCC(N(C)CCC2CCOCC2)CC1,-13.2%
COc1ccc(-n2nc(C3CCN(C(C)=O)CC3)[nH]c2=O)cc1,-4.4%[44.1 µM]
CCOC(=O)c1c(C)[nH]c(CCC(=O)NCc2cccc(OC)c2)c1C,-8.5%
Cc1cccc(C(=O)Nc2ccc3nc(SCCOc4ccccc4)sc3c2)c1,u
CCOc1cccc(-c2nnc(CCC(=O)NC(C)c3ccccc3)c(=O)[nH]2)c1 (stereo not drawn),1.2%
O=C(C1CC1)N1CCC2(CC1)CC(N1CCCC1)CCO2 (stereo not drawn),8.6%
CC(CN1CC2(CCN(C(=O)CN3C(=O)CNC3=O)CC2)OC1=O)c1ccccc1 (stereo not drawn),10.2%
CC1CCN(CC2CCCN(C(=O)c3ccncc3)CC2)CC1 (stereo not drawn),-23.3%
COCc1ccc2c(c1)c(OC(C)(C)C(=O)NC1CC1)nn2CCC(C)C,u
Clc1ccc(CNC[C@H]2Cn3c(-c4cccc(Cl)c4)cnc3CO2)cc1,u
O=C(c1ccc(Cn2ccnc2)o1)N1CC2CC(C1)[C@H]1CCCC(=O)N1C2 (stereo partly drawn),4.6%
CC(C)(C)c1ccc(OCC(=O)Nc2ccc(Cl)cc2C(=O)c2ccccc2)cc1,u
COc1cccc(C(=O)N2CCN(c3nc4ncccc4o3)CC2)c1,i
O=C(c1ccccn1)N1CCC2(CCCN(Cc3ccc(F)cc3)C2=O)C1 (stereo not drawn),-10.6%
C#CCNC(=O)C1CN(c2cccc(Cl)c2)C(=O)N1 (stereo not drawn),i
Cc1cc(C(=O)N2CC[C@H]3CC(=O)N(Cc4ccc5c(c4)OCO5)CC[C@H]3C2)no1,i
O=C1C(c2ccc(F)cc2)N(Cc2ccccc2Cl)C(=O)CN1C1CCCCC1 (stereo not drawn),-14.3%
CCO[C@H]1C[C@@H](O)C12CCN(c1ccnc(OC)c1C#N)CC2,-29.4%
O=C(CCC1CCCN(S(=O)(=O)c2ccc(F)cc2)C1)NC1CC1 (stereo not drawn),0.2%
CCc1noc(-c2ccn3c(CNC(=O)C4CCCCC4)nnc3c2)n1,i
Cc1nn(C)c(C)c1C(=O)N1CCCN(Cc2ccc(F)cc2)C(C(C)C)C1 (stereo not drawn),-4.9%
CCCN1CCC2(Cc3ccccc3CN(C(=O)CCNC(C)=O)C2)C1 (stereo not drawn),14.9%
COc1ccc(C(c2c(C)n(C)n(-c3ccccc3)c2=O)c2c(C)n(C)n(-c3ccccc3)c2=O)cc1O,9.1%
CCOc1cccc(CNC(=O)C2Cn3cccc3C(=O)N2Cc2ccccc2)c1 (stereo not drawn),u
CCn1cc(S(=O)(=O)N2CCCCC2c2nc(C3CC3)n[nH]2)cn1 (stereo not drawn),1.2%
CCOc1ccccc1CNC(=O)c1ccc(NC(=O)N2CC(C)Sc3ccccc32)cc1 (stereo not drawn),-11.7%
COc1ccccc1-c1cc(C(=O)Nc2sc3c(c2C#N)CCCC3)no1,6.7%
Cc1cc(OC(C)C(=O)N2CCc3c(nc[nH]c3=O)C2)cc(C)c1Cl (stereo not drawn),-18.9%
